NSD2 HMT inh: blocks human histone methyltransferase NSD2 | O96028 | NSD2 peptide methylation, AlphaScreen, 120 min | inhibition, % at 12.5 µM | 310,000 tested, 0.54% active | AID 743445; in the data active = inhibition above about 50%
Target sequence (O96028 whole entry, looked up): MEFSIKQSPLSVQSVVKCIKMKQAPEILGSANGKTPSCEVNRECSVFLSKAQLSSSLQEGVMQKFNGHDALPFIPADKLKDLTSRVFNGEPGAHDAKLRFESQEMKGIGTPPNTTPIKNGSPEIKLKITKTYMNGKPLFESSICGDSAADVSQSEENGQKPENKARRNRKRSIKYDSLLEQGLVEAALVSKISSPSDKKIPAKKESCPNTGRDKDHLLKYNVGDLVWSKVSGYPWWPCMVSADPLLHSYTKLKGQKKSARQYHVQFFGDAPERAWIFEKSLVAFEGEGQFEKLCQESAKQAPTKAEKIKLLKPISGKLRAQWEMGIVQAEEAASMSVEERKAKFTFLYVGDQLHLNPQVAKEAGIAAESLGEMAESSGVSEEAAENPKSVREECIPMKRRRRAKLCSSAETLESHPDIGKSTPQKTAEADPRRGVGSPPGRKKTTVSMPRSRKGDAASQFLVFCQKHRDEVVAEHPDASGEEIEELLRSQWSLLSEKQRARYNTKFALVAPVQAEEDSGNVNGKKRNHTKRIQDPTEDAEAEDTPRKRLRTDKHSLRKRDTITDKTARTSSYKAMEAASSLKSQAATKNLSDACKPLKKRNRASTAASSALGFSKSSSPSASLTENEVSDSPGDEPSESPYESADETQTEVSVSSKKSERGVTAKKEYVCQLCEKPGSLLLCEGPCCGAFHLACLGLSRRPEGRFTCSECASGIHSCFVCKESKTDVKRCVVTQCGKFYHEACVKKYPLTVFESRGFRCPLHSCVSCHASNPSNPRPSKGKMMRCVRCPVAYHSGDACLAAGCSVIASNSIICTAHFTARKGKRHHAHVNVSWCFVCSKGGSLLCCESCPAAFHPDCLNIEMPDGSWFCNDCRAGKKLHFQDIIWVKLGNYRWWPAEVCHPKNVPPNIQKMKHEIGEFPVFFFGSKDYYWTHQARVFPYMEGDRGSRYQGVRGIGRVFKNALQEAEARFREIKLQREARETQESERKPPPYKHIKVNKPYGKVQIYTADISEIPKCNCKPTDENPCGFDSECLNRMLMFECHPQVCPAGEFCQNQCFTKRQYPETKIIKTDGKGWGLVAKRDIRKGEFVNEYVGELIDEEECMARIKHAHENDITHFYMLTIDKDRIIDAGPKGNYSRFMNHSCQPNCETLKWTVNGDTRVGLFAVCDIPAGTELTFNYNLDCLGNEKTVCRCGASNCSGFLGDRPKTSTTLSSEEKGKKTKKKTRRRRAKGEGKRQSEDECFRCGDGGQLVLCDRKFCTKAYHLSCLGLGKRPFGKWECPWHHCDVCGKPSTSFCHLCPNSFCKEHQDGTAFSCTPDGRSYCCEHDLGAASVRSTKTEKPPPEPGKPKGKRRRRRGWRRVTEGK
SR-BI DiI inh: inhibitors of mouse SR-BI mediated HDL lipid uptake; AID 488896; ldlA[mSR-BI] CHO cells, DiI-HDL uptake fluorescence, 3 h; inhibition, % at 12.5 µM; Q61009; 320,000 tested, 0.96% active;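 active = mean replicate inhibition of at least 70% and a set share of replicates each scoring 70 or more; inconclusive = meets just one of the two criteria; inactive = fails both criteria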;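 note: 0% = median of neutral control wells and 100% = median of positive control wells; values of inactives mirror those of a sister screen read the other way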
RTF Ca sens inh: cardiac RTF calcium desensitization; P19429+P45379; IANBD-labeled cardiac RTF, Ca2+ fluorescence; inhibition, % at 7.15 µM; 340,000 tested, 0.12% active; AID 493244;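 active = inhibition above the mean inhibition of all tested compounds plus 3 SD, cut at about 17% in these data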;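 note: assay run at fixed EC70 calcium of 1.6 mM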
PKA-R2B activ: activators of human PKA-R2B complex | P22694+P31323 | PKA-R2B holoenzyme dissociation, Cy5-IP20 fluorescence polarization; R2B truncated from residue 108, S112A mutant; 0% DMSO only, 100% 113 µM cGMP | activation, % at 11.4 µM | 340,000 tested, 0.079% active | AID 504700;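 active = activation above a cutoff set at the mean over all compounds plus 3 SD, cut at about 18% in these data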;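 note: higher means more holoenzyme dissociation and a rise in polarization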
LANA DNA inh: blocks KSHV LANA C-terminal domain binding to DNA | MBP-C-LANA/FAM-LBS DNA binding, fluorescence polarization | inhibition, % at 9 µM | 340,000 tested, 0.078% active;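 active = highest replicate inhibition at or above 60% at 9 µM, even if other replicates fall short; inactive = all replicates below 60% inhibition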;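 note: 0% = neutral control wells and 100% = 4 µM acridine orange control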
DAGLB inh: blocks human DAGLB lipase activity; HEK293T DAGLB membrane lysate, EnzChek fluorogenic substrate; inhibition, % at 5.17 µM; 340,000 tested, 0.059% active; in the data active = inhibition above about 34%;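 note: 0% = enzyme with vehicle and 100% = wells lacking enzyme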
SR-BI uptake up: enhances SR-BI lipid uptake from DiI-HDL. 320,000 tested, 0.096% active. AID 504775. CHO ldlA[mSR-BI] cells, DiI-HDL uptake fluorescence, 3 h; 100 = double the neutral-control signal. activation, % at 12.5 µM;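 active = mean replicate activation of at least 60% and every replicate at or above 60%; inconclusive = mean or all-replicate condition met, but not both; inactive = mean below 60% and not all replicates reaching 60%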;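 note: 0% = median plate neutral-control signal and 100% = twice that signal; values of inactives mirror those of a sister screen read the other way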
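Material – SR-BI-overexpressing, LDLR-lacking CHO cells · Medium – BSA-supplemented, HEPES-buffered Ham's F12, pH 7.4 · Doses – single concentration · Times – compound with DiI-HDL co-incubation, 3 h at 37 °C · Measured by – bottom-read fluorescence, 550/595 nm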
Keap1 Nrf2 FP: disrupts human Keap1 binding to Nrf2 peptide; 340,000 tested, 0.15% active; Keap1 Kelch-Nrf2 peptide fluorescence polarization, 1536-well; inhibition, % at 9.4 µM; AID 504523; Q14145; in the data active = inhibition above about 12%; inconclusive = no clear call, values can overlap the other calls; inactive = below about 7.3%;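 note: human Keap1 Kelch domain with fluorescein labeled Nrf2 9mer peptide probe; 0% = neutral control wells and 100% = peptide positive control; higher means more block of Keap1 binding to Nrf2 peptide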
Arr AP2 block: inhibitors of human beta-arrestin and AP2 interaction | 340,000 tested, 0.31% active | FITC-arrestin peptide / GST-AP2 beads, flow cytometry; AP2 beta2 appendage carries R879A mutation | inhibition, % at 10 µM;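 active = inhibition above a set limit, near 3 SD of compounds lacking own fluorescence, cut at about 54% in these data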;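 note: plate controls were DMSO wells for no effect and 5 µM unlabelled arrestin peptide for full effect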
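System: GST-AP2 R879A glutathione beads. Medium: PBS with 0.05% Tween 20 and 0.1% BSA. Also added: FITC-arrestin peptide, 50 nM. Incubation: 12 min plus 1 h, RT. Measured by: high-throughput flow cytometry of beads, ex 488, em 535 nm. Evaluation: percent drop in bead-associated FITC signal.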
PvdQ acylase: blocks Pseudomonas aeruginosa PvdQ acylase activity | 340,000 tested, 0.063% active | AID 488965 | inhibition, % at 10 µM | purified PvdQ acylase, fluorescence plate reader; in the data active = inhibition above about 30%, passing the limit was not always enough; inconclusive = no clear call, values can overlap the other calls;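 note: 0% = vehicle neutral wells and 100% = reference inhibitor wells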
The depositor's hits bear a star; ? = inconclusive; . = no result given.

Codes – A = NSD2 HMT inh; B = SR-BI DiI inh; C = RTF Ca sens inh; D = PKA-R2B activ; E = LANA DNA inh; F = DAGLB inh; G = SR-BI uptake up; H = Keap1 Nrf2 FP; I = Arr AP2 block; J = PvdQ acylase
O=C(CSc1nc(O)c(Cc2ccccc2)c(=O)[nH]1)Nc1ccccc1
  A: 3; B: -23; C: -1; D: -8; E: -0.7; F: -1; G: 23; H: -2; I: 49; J: 5

O=C(C1CCCN(Cc2ccccc2Cl)C1)N1CCCCC1 (configuration not stated)
  A: -1; B: .; C: -10; D: 18; E: 2.5; F: 0; G: .; H: -1; I: 9; J: -16

CC(CC(=O)Nc1nnc(C(C)(C)C)s1)c1ccccc1 (configuration not stated)
  A: -2; B: 21; C: 0; D: -1; E: -0.1; F: 0; G: -21; H: -3; I: 8; J: 9

O=C(COc1ccccc1)NC(NC(=S)Nc1ccccc1O)C(Cl)(Cl)Cl (configuration not stated)
  A: .; B: 3; C: -23; D: -9; E: 0.5; F: 2; G: -3; H: -4; I: -2; J: -25

CCOc1ccc(C(=O)NCC(=O)N2CCc3ccccc3C2)cc1OCC
  A: -1; B: 56; C: 1; D: 0; E: -2.2; F: -2; G: -56; H: 1; I: 12; J: -4

C/C=C1\COC(C(=O)NCc2ccccc2)(C(F)(F)F)C=C1C=C1CCCCC1 (configuration not stated)
  A: .; B: 52; C: -3; D: -13; E: 0.7; F: -21; G: -52; H: -3; I: 16; J: -6

Cc1cc(=O)oc2c(C)c(OC(C)C(=O)NCCN3CCOCC3)ccc12 (configuration not stated)
  A: 0; B: 11; C: 3; D: -9; E: -0.2; F: -1; G: -11; H: -4; I: 2; J: -12

CN1CCCN(S(=O)(=O)c2ccc(Cl)c(Cl)c2)CC1
  A: 11; B: -21; C: 0; D: 2; E: 1.3; F: -3; G: 21; H: -2; I: 30; J: 2

CC(=O)c1ccc(N2CCN(C(=O)CCS(=O)(=O)c3ccc(C)cc3)CC2)cc1
  A: -4; B: -1; C: -8; D: -8; E: 1.0; F: 2; G: 1; H: -4; I: .; J: -1

COc1ccc(C2C(=O)N(C3CCCCC3)CC(=O)N2C2CCCC2)cc1 (configuration not stated)
  A: -1; B: -9; C: -6; D: 1; E: -0.3; F: -3; G: 9; H: -6; I: -1; J: -15

Cc1cc(C)n2nc(C(=O)OCC(=O)Nc3cc(S(=O)(=O)N4CCOCC4)ccc3Cl)nc2n1
  A: 0; B: 1; C: 5; D: -3; E: -2.1; F: -4; G: -1; H: 3; I: 8; J: 1

CCCn1c(SCC(=O)NCCc2ccc(Cl)cc2Cl)n[nH]c1=O
  A: .; B: 11; C: 3; D: 2; E: 2.3; F: -1; G: -11; H: -1; I: -2; J: -10

COc1ccc(CNC(=O)CCCCCNC(=O)N2CCn3c2nc2ccccc23)cc1
  A: -2; B: 11; C: -2; D: -6; E: 0.6; F: 1; G: -11; H: 0; I: -14; J: -4

Cc1[nH]c2ccccc2c1/C=N/Nc1nncn1N
  A: 14; B: 5; C: -1; D: -6; E: -0.2; F: 2; G: -5; H: -3; I: 4; J: -21

CCOc1ccc(OCCCC(=O)N(C)CC(=O)Nc2ccccc2Br)cc1
  A: -2; B: 18; C: 5; D: 0; E: -0.4; F: -1; G: -18; H: -1; I: -4; J: -17

(further entries)
Codes – A = NSD2 HMT inh; B = SR-BI DiI inh; C = RTF Ca sens inh; D = PKA-R2B activ; E = LANA DNA inh; F = DAGLB inh; G = SR-BI uptake up; H = Keap1 Nrf2 FP; I = Arr AP2 block; J = PvdQ acylase
Cc1ccccc1Cc1c(C)nc2nc(SCC(=O)NCc3ccco3)nn2c1C
  A: 1; B: 4; C: -11; D: -7; E: 0.9; F: -1; G: -4; H: 1; I: -8; J: -4

CC1CN(C(=O)Cn2c(C(F)(F)F)nc3ccccc32)CC(C)O1 (configuration not stated)
  A: 0; B: -22; C: 2; D: -8; E: -2.8; F: -3; G: 22; H: 2; I: 12; J: -6

Cc1ccc2nc(-c3ccccc3)cc(C(=O)N3CCc4ccccc4C3)c2c1
  A: 0; B: 55; C: -5; D: -8; E: -1.9; F: -8; G: -55; H: 0; I: 1; J: -6

O=C(Nc1ccccn1)c1ccc(Cl)c(S(=O)(=O)N2CCCC2)c1
  A: 2; B: -19; C: -10; D: -1; E: 1.1; F: 5; G: 19; H: 4; I: -2; J: -11

Cc1occc1C(=O)NCCCCNC(=O)c1ccoc1C
  A: -3; B: -8; C: -16; D: -5; E: 2.5; F: -3; G: 8; H: 0; I: 18; J: -6

Cc1cc(C)n2nc(C(=O)OCC(=O)N(CC(C)C)C3CCS(=O)(=O)C3)nc2n1 (configuration not stated)
  A: 1; B: .; C: -5; D: -6; E: -6.1; F: -1; G: .; H: -8; I: 2; J: -13

COc1cc(Cl)nn(-c2ccccc2)c1=O
  A: 1; B: 7; C: -7; D: -9; E: -0.1; F: -1; G: -7; H: -2; I: 26; J: 0

CC(C)(C)c1ccc(C(=O)NCCCN2CCN(CCCNC(=O)c3ccc(C(C)(C)C)cc3)CC2)cc1
  A: 1; B: -2; C: 6; D: 0; E: -0.1; F: -1; G: 2; H: -3; I: 19; J: -1

Cc1cccc(OCc2n(CC(=O)OC3CC(C)CCC3C(C)C)c3ccccc3[n+]2C)c1 (configuration not stated)
  A: 30; B: -11; C: -7; D: -1; E: -0.7; F: 10; G: 11; H: 3; I: 0; J: -6

Clc1ccc(Nc2c3c(nc4ncnn24)CCC3)cc1
  A: 2; B: -10; C: 4; D: -4; E: -1.1; F: -2; G: 10; H: -1; I: -5; J: -9

C[C@H](CO)N1C[C@H](C)[C@@H](CN(C)S(=O)(=O)c2ccccc2)Oc2ccc(NS(=O)(=O)c3cn(C)cn3)cc2C1=O
  A: .; B: -36; C: 5; D: 5; E: 0.9; F: 1; G: 36; H: 0; I: -6; J: 6

COc1cc(NC(=O)C2CC(c3ccccc3Cl)=NO2)cc(OC)c1OC (configuration not stated)
  A: -2; B: -7; C: -3; D: -4; E: -1.2; F: 1; G: 7; H: -3; I: 0; J: -16

O=C(OCCOc1cccc(Cl)c1)c1ccc(F)c(S(=O)(=O)N2CCOCC2)c1
  A: -4; B: 17; C: -3; D: -12; E: 0.8; F: -2; G: -17; H: 1; I: 18; J: 6

CN(C)C(CNC(=O)CCCc1c[nH]c2ccccc12)c1ccco1 (configuration not stated)
  A: 2; B: 17; C: -5; D: 8; E: 0.2; F: -1; G: -17; H: 2; I: 2; J: 13

CSc1nsc(SCC(=O)Nc2ccc(C(=O)O)cc2)n1
  A: 4; B: .; C: -7; D: -1; E: -0.3; F: -1; G: .; H: -2; I: 9; J: -15

Next part:
Codes – A = NSD2 HMT inh; B = SR-BI DiI inh; C = RTF Ca sens inh; D = PKA-R2B activ; E = LANA DNA inh; F = DAGLB inh; G = SR-BI uptake up; H = Keap1 Nrf2 FP; I = Arr AP2 block; J = PvdQ acylase
COc1nc(Nc2nc3ccccc3c(=O)[nH]2)nc2ccc(C)cc12
  A: .; B: 3; C: 5; D: -7; E: -1.7; F: -2; G: -3; H: 1; I: -5; J: 9

CC(=O)c1ccc(N2CCN(C(=O)c3c(-c4ccccc4Cl)noc3C)CC2)cc1
  A: 0; B: 34; C: -11; D: -14; E: -1.7; F: 3; G: -34; H: 0; I: 21; J: -8

Cc1ccc(S(=O)(=O)NC2=NCN(CCN3CCOCC3)CN2)cc1
  A: 0; B: -3; C: -10; D: -9; E: 0.0; F: 2; G: 3; H: -3; I: -7; J: -16

CCS/C(N)=N/N=C/c1cc(C)ccc1O
  A: 2; B: -5; C: -17; D: -1; E: -1.0; F: -2; G: 5; H: -1; I: 14; J: -3

CC(C)(C)C1CCC(=NNC(=O)c2ccc(Br)o2)CC1 (configuration not stated)
  A: 2; B: -13; C: -15; D: -9; E: -0.8; F: -1; G: 13; H: -2; I: 7; J: -11

CCOC(=O)c1ccc(S(=O)(=O)NCC(C)(C)N2CCOCC2)cc1
  A: -1; B: 10; C: -5; D: -7; E: 0.0; F: 1; G: -10; H: -1; I: 17; J: -6

CC(=O)Nc1cccc(Oc2ncnc3scc(-c4ccc(C)cc4)c23)c1
  A: -3; B: 60; C: 4; D: -4; E: -0.2; F: 0; G: -60; H: 1; I: 4; J: -2

CN(C)c1ccc(/C=N/n2cnn(Cc3ccccc3Cl)c2=S)cc1
  A: 0; B: 21; C: -8; D: 1; E: 0.5; F: -5; G: -21; H: -2; I: 12; J: 4

Cc1noc(C)c1C(=O)Nc1nnc(CC(C)C)s1
  A: -7; B: -9; C: -1; D: -3; E: -0.3; F: 0; G: 9; H: 1; I: -19; J: -10

CCCn1cc(S(=O)(=O)CC(=O)Nc2ccc(OCC)cc2)c2ccccc21
  A: -2; B: 45; C: 1; D: 0; E: -0.4; F: -1; G: -45; H: -1; I: 1; J: -9

C[C@H](CO)N1C[C@H](C)[C@@H](CN(C)S(C)(=O)=O)Oc2ccc(NC(=O)CCC(F)(F)F)cc2C1=O
  A: .; B: 5; C: 2; D: 1; E: -1.4; F: -1; G: -4; H: 0; I: 29; J: 6

COCCN(C(=O)CNC(=O)c1ccco1)C(C(=O)NC1CCCCC1)c1cccnc1 (configuration not stated)
  A: -4; B: -7; C: 13; D: -5; E: 2.0; F: -2; G: 7; H: 4; I: 16; J: 2

CC(C(=O)Nc1nnc(C2CC2)s1)N1C(=O)C2CC=CCC2C1=O (configuration not stated)
  A: -2; B: -10; C: -17; D: -7; E: 2.4; F: 4; G: 10; H: 2; I: 12; J: 0

COCCn1c(=NC(=O)c2ccco2)sc2cc(C(=O)OC)ccc21
  A: -2; B: ?; C: 4; D: -11; E: 5.4; F: 3; G: -73; H: -3; I: 1; J: -10

CC(C)NCc1nnc(-c2ccc(Cl)cc2)o1
  A: 6; B: 2; C: 8; D: -15; E: 0.7; F: -2; G: -2; H: 4; I: 44; J: 2

Assay outcomes from PubChem BioAssay.
